Compound activity as filed in PubChem.
TrxR1 inh: qHTS Assay for Inhibitors of Mammalian Selenoprotein Thioredoxin Reductase 1 (TrxR1): qHTS. actives 1% (n = 390,000). Potency, µM (top dose mostly 114 µM), for the others: top-dose activity change, negative = inhibition, actives largely listed as inhibitors. recombinant rTrxR1, NADPH fluorescence consumption, selenite substrate; note: potency is the fitted concentration of half-maximal effect; % is set by controls: 0 for no effect and ±100 for the full control effect; nearly all actives have a fitted effect of over 65% in size
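Rat TrxR1 (90 nM in the dispensed reagent) was pre-reduced with 400 uM NADPH for 5 min at room temperature, then incubated with compound for 15 min. After 400 uM selenite was added, NADPH fluorescence (Ex 340/Em 450 nm) was followed for 8 min.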
IDH1 R132H inh: qHTS for Inhibitors of mutant isocitrate dehydrogenase 1 (IDH1): qHTS | actives 0.093% (n = 390,000) | Potency, µM (titrated, usually from 76.6 µM), inactives show top-dose activity change, negative = inhibition, usual class: inhibitors | IDH1-R132H enzyme, NADPH consumption, diaphorase/resazurin fluorescence | AID 602179, 2012 | Isocitrate dehydrogenase [NADP] cytoplasmic (Homo sapiens), O75874; note: potency is the fitted concentration of half-maximal effect; % is set by controls: 0 for no effect and ±100 for the full control effect; nearly all actives have a fitted effect of over 65% in size
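IDH1-R132H (0.5 ug/mL dispensed) in pH 7.5 Tris buffer was preincubated 30 min with compound, then given a substrate mix of 0.016 mM NADPH and 2 mM alpha-KG for 80 min at room temperature; remaining NADPH was read by diaphorase/resazurin fluorescence.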
GLS inh: qHTS for Inhibitors of Glutaminase (GLS) | actives 0.21% (n = 410,000) | Potency, µM (highest dose often 45.5 µM), inactives show at the highest dose activity change, negative = inhibition, actives largely listed as inhibitors | GLS enzymatic activity, qHTS titration | Glutaminase kidney isoform, mitochondrial (Homo sapiens), O94925; note: potency is the fitted concentration of half-maximal effect; % is set by controls: 0 for no effect and ±100 for the full control effect
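hKGA in 45 mM KH2PO4 (pH 8.2), 0.02% Tween-20 with compound, then 1mM L-Glutamine (stock as added) plus glutamate oxidase/HRP/Amplex red coupling mix. Fluorescence read initially and after 30 min at RT; signal change reflects glutamate formation.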
PI4K2A block: qHTS for small molecular inhibitors of PI4K2A; Phosphatidylinositol 4-kinase type 2-alpha (Homo sapiens), Q9BTU6; purified PI4K2A, ADP-Glo luminescence, 1 h; active compounds read low; activity change, negative = inhibition, % at 76.9 µM; actives 0.13% (n = 420,000); in the data active = activity change below about -50%; inconclusive = mostly about -30% to -49%;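 note: -100% = wells without enzyme as full effect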
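In this quantitative HTS, ADP production by PI4K2A was quantified luminescently after 1 h at ambient temperature; 100 microM adenosine served as plate-quality control.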
USP1 inh: Inhibitors of USP1/UAF1: Primary Screen | Ubiquitin carboxyl-terminal hydrolase 1 (Homo sapiens), O94782 | recombinant USP1/UAF1, Ub-Rhodamine cleavage fluorescence | Potency, µM (highest dose often 57.1 µM), without a hit: at the top dose activity change, negative = inhibition, most hits filed as inhibitors | actives 0.23% (n = 390,000); note: potency is the fitted concentration of half-maximal effect; % is set by controls: 0 for no effect and ±100 for the full control effect; nearly all actives have a fitted effect of over 60% in size; inactives centre near -12
Target sequence (O94782 whole entry, looked up): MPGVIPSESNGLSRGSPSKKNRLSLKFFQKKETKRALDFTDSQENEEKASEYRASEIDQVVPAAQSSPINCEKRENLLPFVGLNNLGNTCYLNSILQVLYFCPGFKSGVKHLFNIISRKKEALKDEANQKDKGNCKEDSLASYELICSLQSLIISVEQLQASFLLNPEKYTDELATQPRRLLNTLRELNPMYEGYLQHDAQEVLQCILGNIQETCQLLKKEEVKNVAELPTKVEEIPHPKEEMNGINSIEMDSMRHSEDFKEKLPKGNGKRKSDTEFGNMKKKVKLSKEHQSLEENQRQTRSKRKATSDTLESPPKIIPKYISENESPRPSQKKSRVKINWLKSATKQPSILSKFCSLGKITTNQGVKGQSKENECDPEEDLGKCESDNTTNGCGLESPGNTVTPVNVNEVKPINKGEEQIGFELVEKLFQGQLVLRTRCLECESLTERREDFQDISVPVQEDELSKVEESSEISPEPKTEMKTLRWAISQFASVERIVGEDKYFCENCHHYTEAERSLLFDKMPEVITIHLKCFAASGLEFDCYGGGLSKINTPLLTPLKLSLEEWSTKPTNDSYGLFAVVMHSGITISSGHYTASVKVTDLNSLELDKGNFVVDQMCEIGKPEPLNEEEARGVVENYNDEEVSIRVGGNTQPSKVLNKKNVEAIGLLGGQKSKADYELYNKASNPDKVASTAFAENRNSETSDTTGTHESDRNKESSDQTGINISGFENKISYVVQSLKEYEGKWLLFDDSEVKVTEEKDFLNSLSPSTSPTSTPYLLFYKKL
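High-throughput fluorogenic screen: 1nM USP1/UAF1 complex, Ub-Rho substrate 150nM final, 50mM HEPES pH 7.8 with 0.5mM EDTA, 0.1 mg/ml BSA, 1mM TCEP and 0.01% Tween-20.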
HP1b chromo inh: HTS for Inhibitors of HP1-beta Chromodomain Interactions with Methylated Histone Tails. Potency, µM (series often up to 114 µM), inactives show top-dose activity change, negative = inhibition, most hits filed as inhibitors. AID 540317, 2011. actives 0.56% (n = 390,000). AlphaScreen HP1-beta / biotin-H3K9me3 peptide binding; note: potency is the fitted concentration of half-maximal effect; nearly all actives have a fitted effect of over 70% in size; inactives centre near 23
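AlphaScreen: HP1-beta (50 nM) preformed 30 min with biotin-H3(1-18)K9me3 peptide (50 nM) in PBS pH 7.4, 0.01% Tween-20. Compound added for 30 min at RT, then streptavidin donor/nickel chelate acceptor beads (10 ug/mL) for 30 min.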
PGK inhibitor: qHTS Assay to Find Inhibitors of Phosphoglycerate Kinase; PGK/GAPDH coupled, Kinase-Glo luminescence, 60 min; Potency, µM (titrated, usually from 57.5 µM), without a hit: at the top dose activity change, negative = inhibition, usual class: inhibitors; actives 0.043% (n = 380,000); note: potency is the fitted concentration of half-maximal effect; % is set by controls: 0 for no effect and ±100 for the full control effect; nearly all actives have a fitted effect of over 60% in size
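Recombinant glycosomal PGK reaction used 1,3-bisphosphoglycerate generated in-well by GAPDH (100nM final) in 100mM TEA pH 7.6, 5mM MgCl2, 0.01% Tween-20. After 60 minutes at room temperature, ATP was read by Kinase-Glo Plus luminescence end-point.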
TrxR1 substrate: qHTS Assay for Substrates of Mammalian Selenoprotein Thioredoxin Reductase 1 (TrxR1): qHTS; Thioredoxin reductase 1, cytoplasmic (Rattus norvegicus), O89049; actives 0.01% (n = 390,000); purified TrxR1 substrate turnover, NADPH consumption readout; Potency, µM (top dose mostly 114 µM), for the others: at the top dose activity change, negative = substrate turnover; note: potency is the fitted concentration of half-maximal effect; % is set by controls: 0 for no effect and ±100 for the full control effect; nearly all actives have a fitted effect of over 50% in size
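Rat TrxR1, dispensed at 90 nM, was prereduced with 400 uM NADPH (final) for 5 min at ~22 deg C, then incubated with compound 15 min before 400 uM selenite. A first-read NADPH fluorescence drop versus no-compound background flagged substrates.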
Pin1 inh: qHTS Assay to Find Inhibitors of Pin1 | Pin1 FP peptide displacement, HiFluor488, 10 min | Potency, µM (titrated, usually from 115 µM), inactives show at the highest dose activity, negative = inhibition, actives largely listed as inhibitors | actives 0.009% (n = 390,000) | AID 504891, 2011; active = well fitted inhibition curve with a large enough effect in the polarisation, with a control signal flat, not every such curve was filed as active; inconclusive = small, poorly fitted or top-dose-only effect, or effect the other way, or a change in a side signal; inactive = no such curve, though single readings can be large or run the other way; the % refers to the polarisation; note: potency is the fitted concentration of half-maximal effect; % is set by controls: 0 for no effect and ±100 for the full control effect
Target sequence (Q13526 whole entry, looked up): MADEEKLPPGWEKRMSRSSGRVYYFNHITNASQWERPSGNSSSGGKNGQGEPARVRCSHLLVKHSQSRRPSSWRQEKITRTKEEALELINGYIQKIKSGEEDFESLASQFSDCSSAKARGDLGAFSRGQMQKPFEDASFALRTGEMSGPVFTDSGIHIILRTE
The depositor's hits bear a star; i = inactive; ? = inconclusive; / = not tested or not shown; [ ] = another dose, or the depositor's remark. Unless noted, calls come from the whole dose curve; as a rule, active = well fitted curve in the direction sought with a large enough effect; inconclusive = small, poorly fitted or top-dose-only effect, or another doubt; inactive = no such curve, though single readings can be large; an effect the other way counts as inactive or inconclusive. This is a subset; count on the stated rates, not on these rows.

no. | Compound | TrxR1 inh | Pin1 inh | PGK inhibitor | USP1 inh | GLS inh | TrxR1 substrate | HP1b chromo inh | PI4K2A block | IDH1 R132H inh
1 | C/C(CC(=O)NCc1ccco1)=N\NC(=O)Cc1ccc(-c2ccccc2)cc1 | 25%[57.1 µM] | 8% | -5% | -5% | -22% | 11%[57.1 µM] | 16% | -22 | 4%
2 | O=C(O)c1cc2n(n1)C(C(F)(F)F)CC(c1ccco1)N2 (centres undefined) | -1% | 6% | 4% | -20% | ? | 3% | 47%[activator] | -6 | -2%
3 | COc1ccc(C(O)(CCN2CCCCC2)C2CCCCC2)cc1 (centres undefined) | 2.8µM* | -7% | 0% | -7% | -1% | 15%[57.1 µM] | 28% | -6 | -1%
4 | Cc1ccc(OCC(=O)NNC(=O)C2CCN(c3ncnc4sc(C)c(C)c34)CC2)cc1 | -5% | 2% | i | -8% | 3% | -10% | 10% | -3 | -3%
5 | Cc1cc(N)n(-c2nc3ccccc3s2)n1 | 25% | 1% | -10% | -11% | 1% | -3% | 34%[activator] | -19 | -7%
6 | COc1ccc(Oc2nnc(-c3ccc(C)cc3)c3ccccc23)cc1 | 31% | -11% | / | -2% | -4% | 8% | 20% | -1 | -2%
7 | Cc1nn(C(C)(C)C)c(OC(=O)c2ccco2)c1Sc1ccccc1 | -6% | ? | i | -25% | 12% | -11% | 46%[activator] | -3 | 12%
8 | Cc1cc(C)n(CC(O)COc2c(C)cccc2C)n1 (centres undefined) | -4% | -2% | 0% | -3% | 3% | -1% | 41%[activator] | -4 | -2%
9 | COc1cccc(NC(=O)CN(C)CC(=O)NCC(=O)Nc2ccc(F)cc2)c1 | 27% | -5% | 10% | -19% | -2% | 5% | 50%[activator] | -2 | 0%
10 | CCN(CC)c1ccc(N2C(=NC(=O)C3CC3)SC3CS(=O)(=O)CC32)cc1 (centres undefined) | 24% | 1% | 1% | -8% | 17% | 7% | 15% | 1 | -6%
11 | COc1ccc(CNC(=O)C(c2ccco2)N(Cc2ccccc2)C(=O)Cc2cccs2)cc1 (centres undefined) | -1% | 7% | -4% | -23% | -13% | -4% | -14% | -14 | 0%
12 | COc1ccc(N(C)S(=O)(=O)c2cccc(C(=O)Nc3nnc(C4CC4)s3)c2)cc1 | 19%[57.1 µM] | 17% | 7% | -19% | -11% | 4%[57.1 µM] | 25% | 4 | -4%
13 | CCCCn1c(N)c(N(CC(C)C)C(=O)CN(C)S(=O)(=O)c2ccc(F)cc2)c(=O)[nH]c1=O | -6% | -1% | 3% | -18% | 4% | -6% | 25% | -3 | 1%
14 | O=C(N[C@H]1C/C=C\C(c2cccc(F)c2)N(Cc2ccccc2)C(=O)C1)OCC1c2ccccc2-c2ccccc21 (some centres undefined) | 26% | 5% | -4% | -23% | -2% | 0% | 43%[activator] | 2 | -9%
15 | COc1ccc(Nc2nc3c(S(=O)(=O)c4ccccc4)nnn3c3ccc(Cl)cc23)cc1 | 7% | 9% | 5% | -5% | -7% | 8%[0.457 µM] | 31% | 1 | -11%
16 | CN(C)c1ccnc2sc(C(=O)NCc3ccccc3)c(N)c12 | 0% | 1% | i | ? | 1% | 3% | -8% | -23 | 18%
17 | Cc1ccccc1OCCc1c(C)[nH]c(=S)[nH]c1=O | ? | -1% | i | -6% | -21% | -8%[57.1 µM] | 16% | 0 | -4%
18 | CCOc1ncccc1C(=O)OCc1ccc([N+](=O)[O-])cc1 | 30% | 0% | i | 0% | -14% | 5% | -5% | 1 | -12%
19 | COc1ccccc1NC(=O)CSc1nnc(CNC(=O)c2ccccc2F)o1 | 16% | -5% | i | -17% | -19% | -3% | 43%[activator] | 4 | 6%
20 | CC1=C(C(=O)OC(C)C)C(c2cccs2)NC(=S)N1 (centres undefined) | -24% | -3% | 1% | -13% | 18% | -10% | 23% | 3 | 3%
21 | O=C(Nc1ccccc1N1CCCC1)C1CCN(S(=O)(=O)c2ccccc2C(F)(F)F)CC1 | -6% | 8% | 0% | -21% | 19% | -7% | 20% | -1 | 5%
22 | Cn1cnc2cc(NC(=O)c3ccco3)ccc21 | -1% | 5% | -5%[11.5 µM] | -8% | 2% | 6% | 21% | -4 | 7%
23 | Cc1nc(NC(=O)c2ccccc2)sc1Cc1ccc2c(c1)OCO2 | 14% | 8% | -4% | -23% | 7% | 5% | -14% | -1 | -1%
24 | O=C(N/N=C/C=C/c1ccccc1)c1cccnc1 | -2% | -1% | -6% | -7% | 0% | -7% | 34%[activator] | 5 | 0%
25 | O=C(c1ccc2c(c1)C(=O)N(c1ccc(Cl)cc1)C2=O)N1CCN(c2ccccn2)CC1 | -10% | -3% | 5% | -2% | 17% | -8% | 28% | -17 | -3%
26 | CSc1ccc(/C=C/C(=O)OCC(=O)NC(C)C)cc1 | 14%[57.1 µM] | -1% | 0% | -22% | 0% | 77% | 3% | -5 | 10%
27 | CCN1CCCC(OC(=O)c2cc(-c3ccc(C)cc3)nc3ccccc23)C1 (centres undefined) | 21%[57.1 µM] | 0% | -9% | -2% | -22% | 19%[57.1 µM] | 13% | -7 | 12%
28 | Cc1ccccc1CN(c1ccc(C(=O)Nc2cccnc2)cc1)S(C)(=O)=O | -17% | -3% | -3% | -13% | / | -6% | 35%[activator] | 2 | 3%
29 | CC(C)(C)OC(=O)NCCCCCNC(=O)c1nc[nH]c1C(=O)NCc1ccccc1 | 21% | 1% | -2% | -26% | 2% | 1% | 27% | -4 | 16%
30 | CCn1cc(C(=O)NC(=S)Nc2cccc(O)c2)cn1 | -5%[57.1 µM] | 2% | i | -21% | 40%[activator] | 6% | 3% | 6 | 8%
31 | CN(CC(=O)Nc1cccc(F)c1)C(=O)CC1CCCCC1 | 6% | -7% | -1% | -14% | 2% | 1% | 12% | 2 | 15%
32 | CCOC(=O)c1ccc(NC(=O)NC2CC3CCC(C2)N3Cc2nnnn2Cc2ccco2)cc1 (centres undefined) | -28% | 0% | -4% | -5% | 0% | -12% | 12% | -7 | 8%
33 | COc1ccc(-c2csc(N3CCN(C(=O)c4ccccc4)CC3)n2)cc1 | 5%[57.1 µM] | 3% | 1% | -16% | 3% | -3%[57.1 µM] | -18% | 7 | -1%
34 | O=C(Nc1ccc(S(=O)(=O)N2CCCCC2)cc1)c1ccc(F)cc1 | 14% | 1% | 3% | -14% | 8% | -3% | 15%[57 µM] | 6 | 12%
35 | Cc1cc(C(=O)OC(C)C(=O)NC2CCCCC2C)c(C)o1 (centres undefined) | 17% | 7% | 4% | -5% | -1% | 5% | 13% | 8 | 0%
36 | Cc1oc(S(=O)(=O)N2CCCC2)cc1C(=O)Nc1ccccc1 | 18%[11.4 µM] | 5% | -5% | -22% | -19% | 6%[11.4 µM] | 51%[activator] | -1 | -3%
37 | COc1cccc(/C=C2\SC(=S)N(CCC(=O)N3CCCCC3CCO)C2=O)c1 (centres undefined) | -1% | -2% | 6% | -9% | 7% | -7% | ? | 7 | -3%
38 | Cc1nn(CC#N)c(=O)n1-c1cccc(F)c1 | 3% | -3% | -4% | -2% | 3% | -1% | 27% | -3 | 4%
39 | CC(OC(=O)c1ccc2ncsc2c1)C(=O)NC1CCCCC1C (centres undefined) | 10% | -1% | i | -10% | -5% | 4% | 29% | 1 | 5%
40 | CC1CCCN(C(=S)Nc2ccc(S(=O)(=O)N3CCCCC3)cc2)C1 (centres undefined) | 0% | -2% | -9% | -19% | 10% | -1% | 35% | 13 | -2%
41 | Cc1sc(NC(=S)NC(=O)c2cccs2)nc1-c1ccc(CC(C)C)cc1 | 16% | -1% | 6% | -7% | -1% | 7% | -6% | -2 | 0%
42 | COc1ccc(Cl)cc1S(=O)(=O)N1CCC(C(=O)NC2CC2)CC1 | -10% | 2% | -6% | 0% | -2% | -11% | 8% | 2 | -6%
43 | Cc1ccnc(SCC(=O)O)n1 | 12% | 2% | 4% | -7% | -1% | 4% | 35% | -3 | 2%

Single entries from the entries so far.
Result of `Cc1nn(CC#N)c(=O)n1-c1cccc(F)c1` in USP1 inh: -2%
Result of `CC(OC(=O)c1ccc2ncsc2c1)C(=O)NC1CCCCC1C` (centres undefined) in TrxR1 substrate: 4%

Structures listed above shown as hits in TrxR1 inh.
no. | Compound | TrxR1 inh | Pin1 inh | PGK inhibitor | USP1 inh | GLS inh | TrxR1 substrate | HP1b chromo inh | PI4K2A block | IDH1 R132H inh
3 | COc1ccc(C(O)(CCN2CCCCC2)C2CCCCC2)cc1 (centres undefined) | 2.8µM* | -7% | 0% | -7% | -1% | 15%[57.1 µM] | 28% | -6 | -1%
